PAFAH1B3 FP inh: blocks human PAF acetylhydrolase 1B catalytic subunit 3; recombinant PAFAH1B3, FP-rhodamine probe, fluorescence polarization; inhibition, % at 3.39 µM; 340,000 compounds, 0.28% hits; AID 492972;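 active means inhibition above the screen-wide average of all tested compounds plus 3 SD, cut at about 25% in these data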;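 further: 0% = enzyme with DMSO only and 100% = wells lacking PAFAH1B3 protein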
Target sequence (Q15102 whole entry, looked up): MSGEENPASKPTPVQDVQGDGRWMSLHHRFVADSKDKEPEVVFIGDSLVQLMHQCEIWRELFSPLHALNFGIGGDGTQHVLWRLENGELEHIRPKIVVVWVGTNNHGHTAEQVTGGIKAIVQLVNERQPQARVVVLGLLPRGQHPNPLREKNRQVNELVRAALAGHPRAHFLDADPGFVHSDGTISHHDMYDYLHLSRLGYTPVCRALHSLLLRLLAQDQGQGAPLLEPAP
pPAFAH inh: inhibitors of human plasma PAF acetylhydrolase (pPAFAH). Q13093. recombinant pPAFAH, FP-rhodamine probe fluorescence polarization. inhibition, % at 3.39 µM. 330,000 compounds, 1.5% hits. AID 463082;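 active means inhibition above the mean inhibition across the screen plus 3 SD, cut at about 25% in these data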;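 further: inhibitors block binding of the rhodamine activity-based probe so polarization drops; 0% = enzyme with DMSO and 100% = wells lacking pPAFAH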
Target sequence (Q13093 whole entry, looked up): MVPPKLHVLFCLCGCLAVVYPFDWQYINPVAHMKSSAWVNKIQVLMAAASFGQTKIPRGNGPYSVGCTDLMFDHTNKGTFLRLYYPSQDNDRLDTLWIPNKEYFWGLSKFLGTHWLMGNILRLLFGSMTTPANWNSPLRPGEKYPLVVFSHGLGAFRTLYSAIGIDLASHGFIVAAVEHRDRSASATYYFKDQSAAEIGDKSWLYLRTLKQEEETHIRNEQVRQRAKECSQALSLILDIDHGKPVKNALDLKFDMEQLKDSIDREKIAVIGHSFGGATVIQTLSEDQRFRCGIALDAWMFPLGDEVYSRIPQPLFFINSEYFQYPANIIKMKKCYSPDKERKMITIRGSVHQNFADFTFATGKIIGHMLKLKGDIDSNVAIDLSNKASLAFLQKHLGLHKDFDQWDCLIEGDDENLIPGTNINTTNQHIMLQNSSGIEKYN
PAFAH1B2 FP inh: PAFAH1B2 (human) inhibition; P68402; recombinant PAFAH1B2, FP-rhodamine activity probe, fluorescence polarization; inhibition, % at 3.39 µM; 340,000 compounds, 1.2% hits; AID 492953;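 active means inhibition above the mean of all tested compounds plus 3 SD, cut at about 24% in these data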;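 further: 0% = enzyme with DMSO and 100% = wells lacking PAFAH1B2; many of its hits are not listed in these tables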
PME-1 inh: blocks human protein phosphatase methylesterase 1. Q9Y570. recombinant PME-1, FP-Rh probe fluorescence polarization. inhibition, % at 5.9 µM. 320,000 compounds, 0.53% hits. AID 2130;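 active means inhibition above the campaign mean of all compounds plus 3 SD, cut at about 26% in these data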;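 further: competitive labeling of PME-1 active site by serine hydrolase directed probe; 0% = PME-1 with DMSO and 100% = wells lacking PME-1 enzyme; inhibitors block probe labeling so polarization falls and inhibition rises; many of its hits are not listed in these tables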
GSTO1 inh: blocks human GSTO1 in RBBP9 counter-screen. P78417. recombinant GSTO1, activity-based probe fluorescence polarization. inhibition, % at 5.96 µM. 300,000 compounds, 1.1% hits. AID 1974;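 active means inhibition above the campaign mean inhibition plus 3 SD, cut at about 35% in these data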;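 further: 0% = GSTO1-1 with DMSO and 100% = wells lacking GSTO1-1 enzyme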
Fam108B inh: Fam108B inhibition, counter-screen for RBBP9 inhibitors. AID 1947. recombinant Fam108B, FP-Rh probe fluorescence polarization. inhibition, % at 9.51 µM. 300,000 compounds, 0.33% hits;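 active means inhibition above the screen mean inhibition plus 3 SD, computed separately per campaign, cut at about 18% in these data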;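 further: inhibitors lower polarization as less probe binds the enzyme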
PAD4 FP inh: blocks human protein arginine deiminase 4; Q9UM07; recombinant PAD4, RCA probe fluorescence polarization; inhibition, % at 6.36 µM; 330,000 compounds, 0.41% hits;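 active means percent inhibition above a cutoff equal to the mean of all tested compounds plus 3 SD, cut at about 15% in these data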;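 further: 0% = PAD4 with RCA probe and DMSO and 100% = probe without PAD4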
LYPLA1 inh: counter-screen for PME1 inhibitors: inhibitors of human LYPLA1. O75608. recombinant LYPLA1, FP-Rh probe fluorescence polarization. inhibition, % at 5.9 µM. 320,000 compounds, 0.16% hits. AID 2174;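 active means inhibition above the mean of all tested compounds plus 3 SD, set per campaign, cut at about 14% in these data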;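 further: inhibitors block serine hydrolase probe labeling of LYPLA1 so polarization falls; 0% = enzyme with DMSO and 100% = wells lacking LYPLA1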
Target sequence (O75608 whole entry, looked up): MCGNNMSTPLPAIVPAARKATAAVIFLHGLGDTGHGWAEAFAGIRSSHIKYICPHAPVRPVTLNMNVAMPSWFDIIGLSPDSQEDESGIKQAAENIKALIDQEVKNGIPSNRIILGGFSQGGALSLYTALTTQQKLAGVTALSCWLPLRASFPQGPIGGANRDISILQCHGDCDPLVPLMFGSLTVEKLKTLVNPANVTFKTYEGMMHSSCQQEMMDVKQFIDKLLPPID
PAFAH2 inh: PAFAH2 (human) inhibition; Q99487; recombinant PAFAH2, FP-rhodamine activity probe, fluorescence polarization; inhibition, % at 3.39 µM; 340,000 compounds, 0.99% hits; AID 492956;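 active means inhibition above the mean over all tested compounds plus 3 SD, cut at about 30% in these data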;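 further: inhibitors block probe labeling of enzyme so polarization drops; 0% = enzyme with DMSO and 100% = wells lacking PAFAH2 protein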
The depositor's hits bear a star. This is a subset (hit frequency here may not be typical).

How did CCOc1ccc(NC(=O)C2CC(=O)N(C(C)C)C2)cc1 (centres undefined) do in these assays?
PAFAH1B3 FP inh: 7.3; pPAFAH inh: 6.2; PAFAH1B2 FP inh: 4.6; PME-1 inh: -5.0; GSTO1 inh: 13.1; Fam108B inh: 0.0; PAD4 FP inh: 0.3; LYPLA1 inh: 1.4; PAFAH2 inh: 1.3

How did O=C(O)COc1ccccc1C=NNC(=O)c1ccc(NS(=O)(=O)c2cccs2)cc1 do in these assays?
PAFAH1B3 FP inh: 1.9; pPAFAH inh: 7.0; PAFAH1B2 FP inh: -3.2; PAD4 FP inh: -3.2; PAFAH2 inh: -3.4

What do the screens show for `N#Cc1c(N2CCOCC2)nc(N2CCCCC2)c2c1CCN(C1CCCCC1)C2`?
pPAFAH inh: 4.2; PME-1 inh: -0.7; GSTO1 inh: -1.6; Fam108B inh: -2.2; PAD4 FP inh: -1.5; LYPLA1 inh: 0.5

Results for Cc1cc(C(=O)OCC(=O)NC2CCCCC2C)c2ccccc2n1 (centres undefined) ?
PAFAH1B3 FP inh: -0.7; pPAFAH inh: 2.5; PAFAH1B2 FP inh: 5.0; PAD4 FP inh: 1.9; PAFAH2 inh: 22.1

Results for Fc1ccc(F)c(C2=NNC(=Nc3ccccc3F)SC2)c1 ?
PAFAH1B3 FP inh: 9.6; pPAFAH inh: 3.3; PAFAH1B2 FP inh: 1.4; PME-1 inh: 0.6; GSTO1 inh: 6.8; Fam108B inh: 11.1; PAD4 FP inh: -0.1; LYPLA1 inh: -0.3; PAFAH2 inh: -1.6

Results for COC(=O)c1ccc(NC(=O)CN(c2ccc(OC)cc2)S(C)(=O)=O)cc1 ?
PAFAH1B3 FP inh: -0.7; pPAFAH inh: 2.4; PAFAH1B2 FP inh: 2.5; PME-1 inh: 1.5; GSTO1 inh: -0.6; Fam108B inh: -2.2; PAD4 FP inh: 1.5; LYPLA1 inh: 2.8; PAFAH2 inh: 13.7

How did COc1ccc(C(=O)N2CCN(c3ccc(NC(=O)Cc4ccccc4)cc3)CC2)cc1 do in these assays?
PAFAH1B3 FP inh: 7.8; pPAFAH inh: 10.0; PAFAH1B2 FP inh: 2.1; PME-1 inh: 0.0; GSTO1 inh: -1.6; Fam108B inh: 1.5; PAD4 FP inh: -10.7; LYPLA1 inh: -0.9; PAFAH2 inh: 6.1

What do the screens show for `Cc1ccc(-c2onc3ccc(C=O)cc23)cc1`?
PAFAH1B3 FP inh: 3.6; pPAFAH inh: 9.4; PAFAH1B2 FP inh: 5.2; PME-1 inh: -3.9; GSTO1 inh: 6.1; Fam108B inh: -1.1; PAD4 FP inh: -7.7; LYPLA1 inh: -2.7; PAFAH2 inh: 9.1

How did COc1ccc(NC(=O)Cn2cccc2)c(OC)c1 do in these assays?
PAFAH1B3 FP inh: 2.3; pPAFAH inh: -9.1; PAFAH1B2 FP inh: 5.2; PME-1 inh: -5.5; GSTO1 inh: 7.6; Fam108B inh: -4.8; PAD4 FP inh: -0.5; LYPLA1 inh: 0.6; PAFAH2 inh: 0.2

How did COc1ccc(C(=O)Nc2ccc(-c3ccc(NC(=O)c4ccc(OC)cc4)c(OC)c3)cc2OC)cc1 do in these assays?
PAFAH1B3 FP inh: -3.0; pPAFAH inh: 3.2; PAFAH1B2 FP inh: -3.8; PME-1 inh: -3.1; GSTO1 inh: -0.3; Fam108B inh: -6.7; PAD4 FP inh: -2.3; LYPLA1 inh: -2.1; PAFAH2 inh: -10.4

What do the screens show for `Cc1ccc(N=Nc2c(C)[nH]n(C(N)=S)c2=O)cc1C`?
PAFAH1B3 FP inh: 10.8; pPAFAH inh: 2.3; PAFAH1B2 FP inh: 5.4; PME-1 inh: 0.5; GSTO1 inh: -2.2; Fam108B inh: 2.5; PAD4 FP inh: -1.8; LYPLA1 inh: -4.1; PAFAH2 inh: 4.6

Results for N#CCC(=O)N/N=C/c1ccc(OCc2ccccc2)cc1 ?
PAFAH1B3 FP inh: -5.2; pPAFAH inh: 5.1; PAFAH1B2 FP inh: 12.7; PME-1 inh: -8.1; GSTO1 inh: -11.0; Fam108B inh: -1.3; PAD4 FP inh: -7.5; LYPLA1 inh: -4.8; PAFAH2 inh: -0.9

Results for COc1ccc2[nH]cc(C(O)CN3CCN(c4ccccc4F)CC3)c2c1 (centres undefined) ?
PAFAH1B3 FP inh: -0.6; pPAFAH inh: -2.2; PAFAH1B2 FP inh: 6.8; PME-1 inh: 3.0; GSTO1 inh: 9.7; Fam108B inh: 4.5; PAD4 FP inh: -2.0; LYPLA1 inh: -1.4; PAFAH2 inh: 3.2

What do the screens show for `Cc1ccc(NC(=O)C(=O)NCCN2CCN(S(C)(=O)=O)CC2)cc1`?
PAFAH1B3 FP inh: 4.5; pPAFAH inh: -0.8; PAFAH1B2 FP inh: 1.6; PME-1 inh: -4.1; GSTO1 inh: -6.0; Fam108B inh: -0.5; PAD4 FP inh: -2.9; LYPLA1 inh: -1.1; PAFAH2 inh: -2.2

What do the screens show for `COc1cc(/C=N/Nc2nc3ccccc3s2)cc([N+](=O)[O-])c1O`?
PAFAH1B3 FP inh: 9.3; pPAFAH inh: 42.5*; PAFAH1B2 FP inh: 13.7; PME-1 inh: 62.5*; GSTO1 inh: 48.1*; Fam108B inh: 21.4*; PAD4 FP inh: -3.4; LYPLA1 inh: 8.9; PAFAH2 inh: 23.7

How did Cc1ccccc1OCC(=O)NCC(c1ccco1)N1CCCCC1 (centres undefined) do in these assays?
PAFAH1B3 FP inh: -6.1; pPAFAH inh: -0.1; PAFAH1B2 FP inh: 0.2; PME-1 inh: 4.7; GSTO1 inh: -2.7; Fam108B inh: 1.9; PAD4 FP inh: -3.5; LYPLA1 inh: -0.1; PAFAH2 inh: 0.7

Results for COc1ccc(/C=N/n2cc(-c3ccccc3)nc2N)cc1 ?
PAFAH1B3 FP inh: -1.4; pPAFAH inh: -2.0; PAFAH1B2 FP inh: 1.1; PME-1 inh: -11.1; GSTO1 inh: 5.5; Fam108B inh: 8.0; PAD4 FP inh: -2.6; LYPLA1 inh: -2.9; PAFAH2 inh: 2.6

Results for Clc1cccc(CSc2nnc(-c3sccc3-n3cccc3)o2)c1 ?
PAFAH1B3 FP inh: -2.8; pPAFAH inh: 2.2; PAFAH1B2 FP inh: 2.6; PME-1 inh: -7.3; GSTO1 inh: -2.1; Fam108B inh: -8.7; PAD4 FP inh: 0.9; LYPLA1 inh: -3.1; PAFAH2 inh: -8.8

What do the screens show for `C/C=C\C(=O)Nc1cccc(C2=NOC3(C2)C[C@@H](C(N)=O)N(C(=O)CC(c2ccccc2)c2ccccc2)C3)c1` (some centres undefined)?
PAFAH1B3 FP inh: -1.5; pPAFAH inh: 0.6; PAFAH1B2 FP inh: 5.7; PME-1 inh: -4.0; GSTO1 inh: 0.3; Fam108B inh: -7.1; PAD4 FP inh: -1.8; LYPLA1 inh: -8.4; PAFAH2 inh: -2.6

What do the screens show for `NC(=O)c1ccc(NC(=S)NCc2ccco2)cc1`?
PAFAH1B3 FP inh: 1.9; pPAFAH inh: 4.3; PAFAH1B2 FP inh: 2.0; PME-1 inh: -4.5; GSTO1 inh: 0.7; Fam108B inh: -1.0; PAD4 FP inh: -3.1; LYPLA1 inh: 0.8; PAFAH2 inh: -2.4

How did O=C(Nc1ccc(S(=O)(=O)NCCc2ccccc2)cc1)c1ccco1 do in these assays?
PAFAH1B3 FP inh: 10.9; pPAFAH inh: 5.0; PAFAH1B2 FP inh: -0.9; PME-1 inh: 5.9; GSTO1 inh: 14.3; Fam108B inh: -4.4; PAD4 FP inh: 0.7; LYPLA1 inh: -2.7; PAFAH2 inh: -11.7

How did CC1CCN(C(=O)c2ccc(NS(=O)(=O)c3ccccc3)cc2)CC1 do in these assays?
PAFAH1B3 FP inh: -2.9; pPAFAH inh: 9.7; PAFAH1B2 FP inh: 6.6; PME-1 inh: -1.8; GSTO1 inh: 3.7; Fam108B inh: 0.8; PAD4 FP inh: -1.5; LYPLA1 inh: -4.3; PAFAH2 inh: -1.2

Results for COc1ccc(N2CCN(C3CCCCC3NS(=O)(=O)c3ccc(Cl)cc3)CC2)cc1 (centres undefined) ?
PAFAH1B3 FP inh: -1.4; pPAFAH inh: 5.7; PAFAH1B2 FP inh: -0.1; PME-1 inh: 4.8; GSTO1 inh: 3.4; Fam108B inh: 3.7; PAD4 FP inh: -5.0; LYPLA1 inh: 1.7; PAFAH2 inh: -0.6

What do the screens show for `COc1ccc(Nc2nc(N)nc(CSc3nccn3C)n2)cc1`?
PAFAH1B3 FP inh: 5.4; pPAFAH inh: -2.9; PAFAH1B2 FP inh: -0.5; PME-1 inh: -1.4; GSTO1 inh: 5.8; Fam108B inh: -2.0; PAD4 FP inh: -2.4; LYPLA1 inh: 2.3; PAFAH2 inh: -6.8

How did CCOC(=O)[C@@H]1[C@H]2COc3cc(OC)ccc3[C@H]2N2C(=O)N(c3ccc(F)cc3)C(=O)[C@]12C do in these assays?
PAFAH1B3 FP inh: -3.9; pPAFAH inh: 5.7; PAFAH1B2 FP inh: 4.1; PME-1 inh: 0.6; GSTO1 inh: 7.7; Fam108B inh: -0.2; PAD4 FP inh: 2.3; LYPLA1 inh: -2.6; PAFAH2 inh: -1.3

What do the screens show for `CCOC(=O)C1CCN(C(=O)C(CCSC)NC(=O)c2ccccc2OC)CC1` (centres undefined)?
PAFAH1B3 FP inh: -4.1; pPAFAH inh: 12.8; PAFAH1B2 FP inh: 7.6; PME-1 inh: -5.6; PAD4 FP inh: -1.5; LYPLA1 inh: -2.2; PAFAH2 inh: -1.9

What do the screens show for `O=C(COC(=O)c1ccccn1)NC12CC3CC(CC(C3)C1)C2`?
PAFAH1B3 FP inh: 5.6; pPAFAH inh: 3.4; PAFAH1B2 FP inh: 7.0; PME-1 inh: -2.1; GSTO1 inh: 8.9; Fam108B inh: 0.0; PAD4 FP inh: 5.3; LYPLA1 inh: 4.2; PAFAH2 inh: 0.3

Results for CCCCOc1ccc(C(=O)NCC(=O)N2CC=C(c3ccccc3)CC2)cc1 ?
PAFAH1B3 FP inh: -3.0; pPAFAH inh: 6.4; PAFAH1B2 FP inh: -2.1; PME-1 inh: 2.0; GSTO1 inh: -5.4; Fam108B inh: -4.2; PAD4 FP inh: 1.8; LYPLA1 inh: 0.7; PAFAH2 inh: -1.9

What do the screens show for `Cc1cccc(NC2=NC(C)(C)N=C(N)N2)c1C`?
PAFAH1B3 FP inh: 8.2; pPAFAH inh: 1.4; PAFAH1B2 FP inh: 2.2; PME-1 inh: -5.5; GSTO1 inh: 0.2; Fam108B inh: 1.6; PAD4 FP inh: 5.4; LYPLA1 inh: -5.0; PAFAH2 inh: -1.8

Results for CC(C)c1ccc(C(=O)N/N=C/c2cccc(Cl)c2Cl)cc1 ?
PAFAH1B3 FP inh: 1.4; pPAFAH inh: 2.4; PAFAH1B2 FP inh: 1.4; PME-1 inh: -62.9; GSTO1 inh: 5.8; Fam108B inh: -22.1; PAD4 FP inh: 0.8; LYPLA1 inh: -20.9; PAFAH2 inh: -15.7

Results for COc1ccc2cc(C3OCCO3)c(Cl)nc2c1 ?
PAFAH1B3 FP inh: -6.7; pPAFAH inh: -0.8; PAFAH1B2 FP inh: 1.8; PME-1 inh: 2.4; GSTO1 inh: 2.3; Fam108B inh: -3.6; PAD4 FP inh: 0.8; LYPLA1 inh: -1.4; PAFAH2 inh: -5.3

Source: PubChem BioAssay (The Scripps Research Institute Molecular Screening Center)
